Insulin prom up – insulin promoter activators in MIN6 cells, imaging, high-content screening, mouse beta cells. z-score at 5 µM. MIN6 insulin promoter-GFP reporter; hits give high values. AID 1625, 2009. 190,000 compounds, 0.3% hits;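 active = z-score above 3 at 5 µM with at least 500 cells counted in the well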
WT yeast gro inh – growth inhibition of WT strain, primary screen, mitochondrial fusion inhibitor project, WT and mutant strains, chemical genetic | mitochondrial fusion phenotypic screen | 190,000 compounds, 2.1% hits | inhibition, % at 10 µM; in the data active = inhibition above about 58%; tested in S. cerevisiae
Dynein cargo inh – inhibitors of GR-EGFP nuclear translocation, primary screen, dynein cargo transport inhibitor project, imaging, high-content, 3617.4 mouse cells. z-score, hits read low. 220,000 compounds, 0.47% hits. test concentration mostly 20 µM; stimulated with dexamethasone, 1 µM; hits give low values. AID 1381, 2008;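 active = plate z-score of nuclear minus cytoplasmic receptor signal below a set negative limit, without overly bright fluorescence or cell loss, cut at about -3.5 in these data, passing the limit was not always enough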;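 also: z-score of nuclear minus cytoplasmic ring GR-EGFP intensity difference per well; some compounds called inactive have numbers as strong as hits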
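Buffer or medium – tet-free medium with charcoal-stripped serum · Signal – automated 10x imaging of fixed Hoechst-stained cells · Also added – dexamethasone agonist, 1.0 µM final, for 30 min · Incubation – induction 48 h, compound 1 h, agonist 30 min · Read-out – GR-EGFP nuclear translocation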
Yfh1-depleted yeast – enhancers of respiration in Yfh1-depleted yeast, dose response, Friedreich's ataxia, plus single-dose screen (AID 1465); 220,000 compounds, 0.074% hits; S. cerevisiae Yfh1-off respiration, WST-1 reduction, 72 h; higher fold induction means a stronger effect; one-dose fold induction at 50 µM; EC50 in µM for titrated hits;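 active = fold induction of absorbance versus untreated yeast above a set limit, then at least 30% activation at any dose in follow-up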;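 also: activators that raise dye reduction in frataxin-depleted yeast; strong numbers were not always called active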
bCat nuc transl – modulators of beta-catenin nuclear translocation, primary screen, imaging, HeLa cells, immunofluorescence, high-content; nuclear translocation activity, % at 5 µM; 190,000 compounds, 0.3% hits;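 active = nuclear translocation activity above 50% at 5 µM, with a well cell count of 50 or more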;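 also: per-cell ratio of nuclear to cytoplasmic median beta-catenin stain intensity; plate controls were DMSO negative control for no effect and GSK-3 inhibitor IX positive control for full effect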
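Test system: human HeLa cell line; Doses: 5 µM primary, 0.02–20 µM confirmation; Incubation: 24 h compound exposure, 37°C; Detection: beta-catenin immunofluorescence imaging with DAPI; Read-out: beta-catenin nuclear/cytoplasmic ratio, % activation.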
Hep lipid drop – inhibitors of hepatocyte lipid droplet formation, primary screen, imaging, high-throughput imaging, BODIPY stain. AML12 mouse hepatocytes, oleate lipid droplets. inhibition, % at 6.5 µM. 240,000 compounds, 0.4% hits;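 active = lipid droplet intensity inhibited by at least 50%, with more than 500 cells counted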
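Assay system: AML12 mouse liver cells | Compound dosing: One dose, 6.5 µM compound | Read-out basis: Droplet intensity reduction, % inhibition | Measured by: Fluorescence imaging, 20x objective, two fields per well | Schedule: Overnight treatment with compound plus oleate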
Autophagy mod – autophagy modulators in MEF cells, primary screen, imaging, high-content, MEF GFP-LC3 | 190,000 compounds, 0.98% hits | calls only at 10 µM (by protocol) | MEF GFP-LC3 puncta imaging; test concentration mostly 10 µM;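 active = percentage of spot-positive cells more than 3 SD above its plate mean, without a fluorescence outlier flag or 80% toxicity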;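 also: spot-positive cell cutoff set from DMSO-treated cells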
MT stabilize HCS – microtubule stabilizers in HeLa cells, primary screen, imaging, high-content imaging. % tubulin-high responders, % at 10 µM. AID 2205, 2009. 200,000 compounds, 0.83% hits. HeLa tubulin immunostaining HCS, 24 h; share of cells brighter than vehicle mean+2SD;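 active = plate Z-score above 3 for both tubulin-high and condensed-nucleus cell shares, with cell loss under 80%, at 10 µM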;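 also: anti alpha tubulin signal scored within the nucleus-defined area of each cell; some results filed as inactive read as strong as hits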
HEK293 NOD2/NF-kB – NOD2 signaling inhibitors, cell-based, luminescence, uHTS, HEK293 (AID 1566) | HEK293 NOD2/NF-kB luciferase reporter, luminescence; higher % means a stronger effect | one-dose inhibition, % at 4 µM; EC50 in µM for titrated hits | 290,000 compounds, 0.63% hits; in the data active = inhibition above about 50%; also: many of its hits are not listed in these tables
WT yeast gro inh mutant strain – recorded beside WT yeast gro inh, whose call it bears; inhibition, %; mitochondrial fusion phenotypic screen, mutant strain inhibition
Dynein cargo inh cytoplasmic EGFP – recorded beside Dynein cargo inh, whose call it bears; z-score; measured here: cytoplasmic GR-EGFP intensity; hits give high values
Dynein cargo inh nuclear GR-EGFP – also measured in Dynein cargo inh; calls as there; z-score; measured here: nuclear GR-EGFP intensity;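 lower value marks the stronger effect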
Dynein cargo inh cell count – second read-out of Dynein cargo inh, no call of its own (marks repeat the call); z-score; measured here: cell count per field
Insulin prom up cell count – recorded beside Insulin prom up, whose call it bears; cell count; measured here: cytotoxicity, nuclei count;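 total cells summed across four imaged fields per well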
Hep lipid drop cells 6.5 µM – recorded beside Hep lipid drop, whose call it bears; cell count; measured here: cell count, cytotoxicity flag;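 cells counted across two imaged fields per well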
bCat nuc transl cell count 5 µM – also measured in bCat nuc transl; calls as there; cell count; measured here: cell count, cytotoxicity flag
MT stabilize HCS Hoechst-high % – also measured in MT stabilize HCS; calls as there; % Hoechst-high responders; measured here: nuclear condensation Hoechst responders;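 share of cells brighter than vehicle mean plus two SD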
MT stabilize HCS cytotoxicity % – recorded beside MT stabilize HCS, whose call it bears; toxicity, %; measured here: cytotoxicity by cell density;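 0% = mean cell density of plate MIN control wells and 100% = no cells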
Autophagy mod cell loss 18 h – also measured in Autophagy mod; calls as there; toxicity, %; measured here: cell loss, nuclei count;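 cell loss after 18 h compound exposure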
* = called active by the depositor; i = inactive; . = not tested or not shown; + = active, no number.

SMILES	Insulin prom up	Insulin prom up cell count	WT yeast gro inh	WT yeast gro inh mutant strain	Dynein cargo inh	Dynein cargo inh cytoplasmic EGFP	Dynein cargo inh nuclear GR-EGFP	Dynein cargo inh cell count	Yfh1-depleted yeast	bCat nuc transl	bCat nuc transl cell count 5 µM	Hep lipid drop	Hep lipid drop cells 6.5 µM	Autophagy mod	Autophagy mod cell loss 18 h	MT stabilize HCS	MT stabilize HCS Hoechst-high %	MT stabilize HCS cytotoxicity %	HEK293 NOD2/NF-kB
CCCc1nnc(NC(=O)CC(=O)Nc2ccccc2C(=O)O)s1	0.08	816	12	9	-0.91	-0.17	-0.32	0.61	i	-0.3	1142	-31	717	i	-11	1.0	1.6	6.3	4%
COc1ccc(-c2cc(C(=O)OCC(=O)c3cccc([N+](=O)[O-])c3)c3cc(C)ccc3n2)cc1	-0.42	1370	0	4	0.98	-0.19	0.87	-1.2	i	-4.0	581	3	626	i	3	1.7	3.1	9.4	10%
COc1ccc(N2CSC3=C(C#N)C(c4ccc(OC)c(OC)c4)CC(=O)N3C2)c(OC)c1 (stereo not drawn)	-0.62	1002	-6	3	-0.46	-0.15	-0.13	0.44	i	.	.	.	.	i	-2	1.9	3.9	5.3	14%
O=C(Nc1nc2nccc(-c3ccccc3)n2n1)C(Cl)(Cl)Cl	-0.02	1495	-8	-2	-0.25	-0.28	-0.59	0.44	i	-0.8	614	-2	608	i	0	1.0	4.9	6.3	9%
O=C1CCC(=O)N1CCc1c[nH]c2ccccc12	1.1	1628	15	8	0.44	-0.035	0.53	0.64	i	-4.2	1429	.	.	i	6	1.5	1.7	7.8	-11%
NCCc1nnc(SCc2c(Cl)cccc2Cl)o1	0.57	1463	.	.	-0.23	-0.19	-0.16	0.03	i	0.8	1307	-8	703	.	.	.	.	.	-11%
COC(=O)CN1C(=S)N(c2ccc(F)cc2)C(=O)C1CC(=O)Nc1ccccc1 (stereo not drawn)	-0.98	1637	-6	7	0.61	-0.34	0.97	-1.1	i	-5.7	1126	2	827	i	3	4.3	2.7	6.6	14%
CCOC(=O)Cc1csc(NC(=O)COc2ccc3c(C)cc(=O)oc3c2)n1	-1.4	1444	2	-12	1.7	-0.16	1.3	-0.81	i	-0.6	1056	12	682	i	-12	1.9	2.3	15	-37%
CCCCN(CCCC)S(=O)(=O)c1ccc2[nH]c(=O)[nH]c2c1	.	.	-13	-12	-0.97	-0.17	-0.58	0.48	i	.	.	-8	816	i	-3	1.9	1.0	7.0	-4%
O=C(Nc1ccc2ccccc2c1)Nc1ccc2snnc2c1	-0.32	860	88*	78*	-1.5	0.24	-0.77	0.81	i	.	.	6	742	i	2	1.0	1.3	0.3	12%
O=C(Nc1ccc(F)cc1F)NC1CC(=O)N(Cc2ccccc2)C1 (stereo not drawn)	.	.	-16	18	1.1	-0.17	0.87	0.38	i	-0.3	1184	-23	748	i	10	2.7	1.6	6.8	-9%
O=C(/C=C/c1ccc([N+](=O)[O-])cc1)NCc1ccc2c(c1)OCO2	-0.5	1508	3	0	-0.97	-0.35	-0.31	1.1	i	0.6	968	6	783	i	13	1.5	0.7	4.8	27%
O=C1OC(c2ccccc2)/C(=C(/O)c2ccc(Cl)cc2)C1=O (stereo not drawn)	.	.	-15	-16	-0.00088	-0.01	0.22	0.62	i	.	.	-53	779	i	-4	1.5	1.3	8.4	-23%
COc1ccc(CNC(=O)N2CCN(c3ccc(F)cc3)CC2)cc1Cl	0.34	1298	-3	25	0.51	-0.1	0.54	0.44	i	-2.9	1087	.	.	i	13	5.7	4.3	1.8	8%
Nc1ccccc1Nc1cc(-c2cccc(Cl)c2)nn1-c1ccccc1	0.38	1501	75*	27*	0.87	-0.21	0.58	-0.39	i	-0.4	1195	-14	676	i	25	3.3	2.0	5.5	4%
COc1ccc(NC(=O)CSc2nc3ncccc3[nH]2)cc1OC	0.56	845	2	3	-0.72	-0.18	-0.27	1.1	i	-4.0	1284	6	763	i	-4	1.0	1.2	4.9	-2%
Nc1nc2n(n1)C(c1c(F)cccc1Cl)CC(c1ccc(F)cc1)N2 (stereo not drawn)	-0.88	1076	16	6	0.1	-0.092	0.41	-0.27	i	-0.3	1155	-6	752	.	.	4.6	2.6	7.5	10%
O=C(CC(CC(=O)c1ccccc1)C(=O)O)c1ccccc1	2.7	924	3	5	0.19	-0.061	0.43	-0.43	i	-0.7	972	-1	786	i	2	2.0	1.7	5.7	-29%
COc1ccc(NC(=O)NCCCN2CCCCC2C)cc1 (stereo not drawn)	0.27	1702	2	4	-0.38	-0.4	-0.39	0.48	.	-0.6	1367	.	.	i	12	4.1	2.1	17	8%
COc1cccc(/C=N/NC(=S)Nc2cccc(C(=O)O)c2)c1O	.	.	12	13	0.49	-0.31	0.12	0.26	i	-0.3	1138	15	720	i	8	1.6	1.5	4.4	-65%
O=C(c1sccc1-n1cccc1)N1CCCC1	1.3	934	6	6	-0.84	-0.16	-0.17	0.57	i	.	.	7	782	i	2	2.2	1.6	5.8	-6%
CN(C)S(=O)(=O)c1cccc(NC(=O)c2cnccn2)c1	-0.24	1405	-24	6	-0.39	-0.27	0.088	0.45	i	0.5	1551	-2	710	i	5	5.2	3.2	9.9	7%
COc1ccc(C(C)C)cc1S(=O)(=O)Nc1ccncc1	-0.63	1276	13	-9	0.48	-0.028	0.48	-0.36	i	-0.7	1073	-130	738	i	3	4.4	1.6	1.2	11%
COc1ccc(CN2CCN(Cc3cccc4nonc34)CC2CCO)c(C)c1C (stereo not drawn)	-1.1	1300	7	3	-0.9	-0.32	-0.63	0.92	i	1.1	1001	1	743	i	18	5.2	2.8	7.3	2%
C=CCN(c1ccccc1)S(=O)(=O)c1cccc(C(=O)Nc2nc3ccccc3[nH]2)c1	-0.28	1231	10	9	0.12	-0.23	0.12	0.085	i	-2.4	1057	-1	778	i	-3	3.3	1.8	1.2	-16%
CS(=O)(=O)c1ccc(Cl)c(NC(=O)COC(=O)CNC(=O)c2ccccc2)c1	-0.95	1374	14	6	-0.68	-0.37	-0.027	1.4	i	-1.2	1072	-5	747	i	-6	4.2	3.1	3.8	14%
CN(C)C(CNC(=S)Nc1cccc(Cl)c1)c1ccccc1 (stereo not drawn)	.	.	18	20	1.2	0.07	0.7	-1.1	i	2.4	515	-9	767	i	31	3.4	1.5	1.7	2%
O=C1CC(C(F)(F)F)=NN1	-0.57	1364	.	.	-0.1	-0.28	-0.46	0.69	i	1.9	994	14	741	.	.	.	.	.	-6%
COc1ccc(-n2c3c(cc(C(=O)Nc4ccc5c(c4)C(=O)NC5=O)c2=O)C(=O)CCC3)cc1	.	.	5	1	-0.044	-0.26	0.31	-0.23	.	.	.	.	.	i	3	3.5	1.4	40	.
NC(=O)C1CCN(C(=S)NCCc2ccccc2)CC1	-0.09	1441	-14	1	-1.1	-0.012	-0.47	0.75	i	-0.7	1053	3	746	i	-9	0.8	0.9	1.4	-2%
COc1cc(OC)c(C(=O)COc2ncnc3ccccc23)c(OC)c1	-0.39	1346	-14	2	-1.4	-0.075	-0.56	-0.37	i	-9.0	1041	.	.	i	-39	3.7	2.9	11	8%
O=C(O)CN1C(=O)C2C3CC(C2C1=O)C1C(c2ccccc2)c2sc(=O)[nH]c2SC31 (stereo not drawn)	-0.03	1367	-13	-3	-0.34	-0.32	-0.39	0.75	i	-2.7	1178	3	602	i	-5	4.4	1.8	7.9	11%
CC1SC(C)C(=O)N(CC(=O)Nc2ccc([N+](=O)[O-])cc2)C1=O (stereo not drawn)	0.54	1298	0	-12	-0.019	0.19	0.12	-0.72	i	-0.4	1093	-8	702	i	1	3.6	1.9	11	8%
O=C(COC(=O)c1ccccc1-c1nc2ccccc2s1)Nc1ccccc1C(F)(F)F	-0.31	1416	35	3	-0.82	-0.25	-0.23	0.45	i	4.1	1016	-31	742	i	-3	2.5	5.0	11	-12%
CCCCSc1nc(C)c(C(C)=O)cc1C#N	-0.06	1513	8	24	2.5	0.18	1.8	-1.5	i	-3.8	938	.	.	i	18	4.8	2.2	0.9	2%
Cc1noc(C)c1CSc1nc2ccccc2n1C	-0.09	1255	-1	1	-0.59	0.38	0.17	0.66	i	-6.7	1018	.	.	+	1.5*	3.5	2.4	3.3	-4%
CC(C)C(NC(=O)c1ccccc1)C(=O)OCc1cc([N+](=O)[O-])cc2c1OCOC2 (stereo not drawn)	-0.14	1319	-10	0	-0.21	-0.24	-0.35	-0.4	i	-0.9	1155	-13	688	i	-2	4.4	4.0	13	-6%

At a glance, part of the list above:
SMILES	Insulin prom up	Insulin prom up cell count	WT yeast gro inh	WT yeast gro inh mutant strain	Dynein cargo inh	Dynein cargo inh cytoplasmic EGFP	Dynein cargo inh nuclear GR-EGFP	Dynein cargo inh cell count	Yfh1-depleted yeast	bCat nuc transl	bCat nuc transl cell count 5 µM	Hep lipid drop	Hep lipid drop cells 6.5 µM	Autophagy mod	Autophagy mod cell loss 18 h	MT stabilize HCS	MT stabilize HCS Hoechst-high %	MT stabilize HCS cytotoxicity %	HEK293 NOD2/NF-kB
O=C(COC(=O)c1ccccc1-c1nc2ccccc2s1)Nc1ccccc1C(F)(F)F	-0.31	1416	35	3	-0.82	-0.25	-0.23	0.45	i	4.1	1016	-31	742	i	-3	2.5	5.0	11	-12%
CCCCSc1nc(C)c(C(C)=O)cc1C#N	-0.06	1513	8	24	2.5	0.18	1.8	-1.5	i	-3.8	938	.	.	i	18	4.8	2.2	0.9	2%

These rows are one share of the data (hit frequency here may not be typical).
